LMPTP inh: LMPTP (human) inhibition. recombinant LMPTP-A, OMFP fluorogenic substrate, fluorescence intensity. inhibition, % at 20 µM. actives 0.22% (n = 360,000);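 active = compounds that cut the enzyme signal by at least half of the control window in the single-dose screen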;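 also: plate controls were DMSO wells with enzyme plus substrate for no effect and substrate without enzyme for full effect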
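Buffer or medium: Bis-Tris pH 6.0, DTT, detergent; Assay system: LMPTP-A enzyme; Quantity: 0.625 nM enzyme; Detection: endpoint fluorescence intensity; Times: 50 min dark incubation at room temperature; Controls: substrate-only low control, DMSO enzyme-plus-substrate high control; Doses: single 20 µM dose; Read-out: percent inhibition versus substrate-only and uninhibited controls; Reagent: 400 µM OMFP.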
MsrA inhibitor: inhibits bovine methionine sulfoxide reductase A; purified bovine MsrA, absorbance read-out; inhibition, % at 15.5 µM; actives 0.75% (n = 360,000); in the data active = inhibition above about 4.5%;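 also: 0% = vehicle wells with enzyme and 100% = reference inhibitor wells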
STEP block: STEP (human) phosphatase inhibition. P54829. recombinant STEP, OMFP fluorogenic substrate, fluorescence. inhibition, % at 20 µM. actives 0.25% (n = 360,000). AID 588621;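 active = inhibition at 20 µM, scaled per plate between control wells, above about 37%, limit read from the data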;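 also: 0% = DMSO with enzyme and substrate and 100% = substrate only without enzyme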
Target sequence (P54829 whole entry, looked up): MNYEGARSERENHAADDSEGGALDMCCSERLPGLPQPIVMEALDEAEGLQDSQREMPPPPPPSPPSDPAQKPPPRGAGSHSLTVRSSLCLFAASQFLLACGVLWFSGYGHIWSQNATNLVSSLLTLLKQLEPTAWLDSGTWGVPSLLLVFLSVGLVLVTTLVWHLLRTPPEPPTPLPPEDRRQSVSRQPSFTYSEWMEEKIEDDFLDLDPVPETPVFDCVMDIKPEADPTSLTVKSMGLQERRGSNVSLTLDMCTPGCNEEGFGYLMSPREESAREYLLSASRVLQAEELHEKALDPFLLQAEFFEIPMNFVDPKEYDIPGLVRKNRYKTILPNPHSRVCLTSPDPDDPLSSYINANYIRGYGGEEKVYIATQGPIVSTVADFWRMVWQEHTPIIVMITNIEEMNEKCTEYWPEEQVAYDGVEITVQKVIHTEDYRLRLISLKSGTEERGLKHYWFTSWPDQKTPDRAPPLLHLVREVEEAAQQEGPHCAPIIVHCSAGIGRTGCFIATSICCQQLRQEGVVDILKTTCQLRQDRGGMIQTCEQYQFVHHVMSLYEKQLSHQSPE
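System: isolated STEP enzyme; schedule: 20 min enzyme reaction at room temperature, protected from light; medium: Bis-Tris buffer pH 6.0, 2.5 mM DTT, 0.005% Tween 20; signal: fluorescence, 480/540 nm; dosing: single compound dose of 20 µM, 1% DMSO final; also added: OMFP substrate, 25 µM final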
CSN deneddyl inh: inhibitors of human CSN-mediated cullin deneddylation; Purified CSN, SCF-Nedd8-OG deneddylation, fluorescence polarization; actives 0.38% (n = 360,000); inhibition, % at 12.5 µM; Q92905; AID 651999;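 active = pattern-corrected inhibition above about 35%, with an unprinted fluorescence ratio check between 0.5 and 1.5, limit read from the data, passing the limit was not always enough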;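 also: 0% = enzyme with substrate and 100% = substrate without enzyme; some results filed as inactive read as strong as hits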
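Material: human Csn5 produced in HEK293T cells; Input: enzyme 0.24 nM; Reagent: SCFSkp2-Nedd8OG substrate at 10 nM final; Dosing: 12.5 µM compound; Incubation: 90 min reaction at room temperature; Detection: fluorescence polarization of the substrate; Evaluation: % inhibition of substrate cleavage by Csn5; Control set: substrate-only high control, full reaction low control.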
NadD inh: NadD (S. aureus) enzyme inhibition | purified NadD enzyme, colorimetric absorbance read-out | inhibition, % at 20 µM | actives 0.78% (n = 360,000) | AID 602399; in the data active = inhibition above about 26%; also: some compounds past the cut are filed as inactive
SUMO1 PPI mod: SUMO1-SIM interaction modulation; P63165; SUMO1 binding to a labelled peptide, TR-FRET, 1 h; inhibition, % at 20 µM; actives 0.33% (n = 360,000); in the data active = inhibition above about 37%
Target sequence (P63165 whole entry, looked up): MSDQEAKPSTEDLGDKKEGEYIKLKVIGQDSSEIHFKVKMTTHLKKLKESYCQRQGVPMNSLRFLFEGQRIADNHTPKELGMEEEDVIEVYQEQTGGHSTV
Rpn11 inh: Rpn11 (human) deubiquitinase inhibition | O00487 | human 26S proteasome, Ub4-pepOG fluorescence polarization; 20S core pre-blocked with epoxomicin | calls only at 20 µM | actives 0.59% (n = 360,000) | AID 588493;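 active = inhibition at 20 µM, scaled to each plate's controls, above about 33%, limit read from the data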
DNMT1 block: DNMT1 (human) enzyme inhibition; DNMT1 molecular beacon, Hinp1I cleavage, fluorescence; inhibition (reported as % activation of signal), % at 10 µM; actives 0.83% (n = 360,000); AID 588458; in the data active = inhibition above about 50%
Scp-1 inhibitor: inhibitors of human Scp-1 phosphatase; inhibition, % at 20 µM; Q9GZU7; Recombinant Scp1, phosphopeptide, malachite green phosphate absorbance; actives 0.88% (n = 340,000); AID 493091;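 active = inhibition above about 50% at 20 µM, limit read from the data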;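 also: plate controls were DMSO wells with enzyme for no effect and wells lacking enzyme for full effect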
Target sequence (Q9GZU7 76-261 limits assumed): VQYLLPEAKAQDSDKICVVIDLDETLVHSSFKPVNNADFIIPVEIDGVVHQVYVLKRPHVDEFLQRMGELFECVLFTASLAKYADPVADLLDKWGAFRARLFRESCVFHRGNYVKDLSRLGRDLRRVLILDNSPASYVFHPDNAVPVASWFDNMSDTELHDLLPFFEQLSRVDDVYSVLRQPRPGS
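Times: enzyme reaction 45 min at room temperature, colour 5 min, stabilisation 30 min. Material: SCP-1 catalytic fragment, aa 76-261. Medium: Acidic Tris acetate buffer with magnesium and detergent. Signal: colorimetric free-phosphate detection, absorbance 630 nm. Read-out basis: % inhibition of SCP-1 phosphate liberation. Reagent: Phosphorylated 17-residue peptide substrate.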
TbMetRS inhib: blocks T. brucei methionyl-tRNA synthetase activity. purified T. brucei MetRS, ATP depletion, Kinase-Glo luminescence. inhibition, % at 11.9 µM. actives 0.4% (n = 360,000);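 active = inhibition above a per-plate cutoff of the control wells' mean inhibition plus 3 SD, cut at about 5.5% in these data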;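 also: 0% = DMSO wells median and 100% = median of wells with control inhibitor compound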
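Dosing: 11.9 µM compound single dose, 0.9% DMSO; Assay system: purified T. brucei MetRS enzyme; Measured by: Kinase-Glo luciferase luminescence reporting remaining unconsumed ATP; Schedule: 15 min plus 2 h at 25 °C.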
Starred values were filed as active, the others as inactive; i = inactive; / = not tested or not shown.

The first 2 records, to show the layout:
1: CC(O)[C@H]1CN=C(N)N1CCCCC1CCCCC1 (some centres not stated)
2: CCCC(C(=O)NCC1CCCO1)N(Cc1ccccc1)C(=O)CNS(=O)(=O)c1ccccc1 (configuration not stated)

Screen / compound no.	1	2
LMPTP inh	-0.3	0.9
MsrA inhibitor	0.2	0.0
STEP block	-4	-1
CSN deneddyl inh	-3	-4
NadD inh	-11	-15
SUMO1 PPI mod	1	-2
Rpn11 inh	i	i
DNMT1 block	3	-1
Scp-1 inhibitor	-2	-3
TbMetRS inhib	-0.2	-0.5

Results, from the first entry:
1: CC(O)[C@H]1CN=C(N)N1CCCCC1CCCCC1 (some centres not stated)
2: CCCC(C(=O)NCC1CCCO1)N(Cc1ccccc1)C(=O)CNS(=O)(=O)c1ccccc1 (configuration not stated)
3: COC(=O)c1ccccc1NC(=O)C1CCN(S(=O)(=O)c2cc(C)ccc2OC)CC1
4: O=C(c1ccc(F)cc1)N1CCC(C(=O)N2CCCc3ccccc32)CC1
5: CN(c1ccccc1)S(=O)(=O)c1ccc(Cl)c(C(=O)NCCc2c[nH]c3ccccc23)c1
6: O=C1COc2ccc(C(=O)CSc3nnc(NCc4ccccc4)s3)cc2N1
7: CC12CCC(=O)N1C(C(=O)NCCN1C(=O)S/C(=C\c3ccc(OC(F)F)cc3)C1=O)CS2 (configuration not stated)
8: O=C(O)CCc1nc2cc3ccccc3cc2[nH]1

Screen / compound no.	1	2	3	4	5	6	7	8
LMPTP inh	-0.3	0.9	-0.5	-0.5	3.3	9.2	-0.1	-0.8
MsrA inhibitor	0.2	0.0	-1.3	-0.3	0.1	-1.4	2.5	1.1
STEP block	-4	-1	-2	1	-3	2	2	-1
CSN deneddyl inh	-3	-4	0	1	-3	1	3	-1
NadD inh	-11	-15	-9	3	-2	3	-2	5
SUMO1 PPI mod	1	-2	3	0	3	4	-35	-11
Rpn11 inh	i	i	i	i	i	i	i	i
DNMT1 block	3	-1	-3	6	-8	-4	-1	2
Scp-1 inhibitor	-2	-3	-8	/	-5	-4	0	-5
TbMetRS inhib	-0.2	-0.5	-0.2	-0.3	-0.4	8.7*	-0.5	0.8

9: CC(=O)Nc1cc(-c2cccc(F)c2)cn2c(-c3ccc(F)cc3)cnc12
10: N#CCCN(C(=O)COC(=O)c1ccc(S(=O)(=O)N2CCCCCC2)cc1)c1ccccc1
11: Cn1c(=O)[nH]c(=O)c2c1nc(CN1CCOCC1)n2CCCc1ccccc1
12: COCCn1c(SCC(=O)Nc2nnc(C)s2)nnc1-c1cc2ccccc2cc1O
13: Cc1cc(C)cc(NC(=O)Nn2cnnc2)c1
14: O=C(O)CCC(=O)Nc1ccc(N2CCCCCC2)cc1
15: CC(Sc1nc2c(c(=O)[nH]1)CCCC2)C(=O)Nc1ccc(S(N)(=O)=O)cc1 (configuration not stated)
16: COC(=O)c1ccccc1N1CCS(=O)(=O)CC1

Screen / compound no.	9	10	11	12	13	14	15	16
LMPTP inh	-0.1	0.1	-0.8	-1.2	-0.7	-0.8	-1.6	1.0
MsrA inhibitor	0.2	-0.7	0.3	1.8	-1.6	0.7	1.4	0.1
STEP block	1	0	-2	0	-3	2	0	0
CSN deneddyl inh	4	1	-3	1	0	4	2	-4
NadD inh	1	0	-1	8	-2	9	-6	-1
SUMO1 PPI mod	1	-2	2	-2	2	-5	4	3
Rpn11 inh	i	i	i	i	i	i	i	i
DNMT1 block	-1	-1	1	1	1	-9	1	2
Scp-1 inhibitor	/	-10	-5	-3	-9	7	-11	-7
TbMetRS inhib	-0.3	0.0	0.0	-0.6	-0.3	-0.4	-0.7	0.6

17: C[C@H](CO)N1C[C@H](C)[C@H](CN(C)C(=O)Nc2ccc3c(c2)OCO3)Oc2ncc(Br)cc2C1=O
18: CCN(CC)CCCn1c2c(c(SCC(=O)Nc3cc(OC)cc(OC)c3)nc1=O)CCC2
19: Cc1ccc(Cl)c(NC(=O)COC(=O)CNS(=O)(=O)/C=C/c2ccccc2)c1Cl
20: Cc1cc(-c2ccccc2)nc(SCc2ccc(C(=O)O)cc2)n1
21: O=C(N/C(=C\c1ccco1)C(=O)N1CCC(O)CC1)c1ccccc1
22: CCn1c(=O)cc(OCC(=O)NCCc2cccc(C)c2)c2ccccc21
23: CCc1cc2c(COC(=O)c3cccc(S(C)(=O)=O)c3)cc(=O)oc2cc1O
24: CCOC(=O)Cc1cnc(NC(=O)Cn2nnc(-c3ccc(OCC)cc3)n2)s1

Screen / compound no.	17	18	19	20	21	22	23	24
LMPTP inh	-2.9	0.1	-0.3	0.8	0.1	-0.7	-13	0.2
MsrA inhibitor	0.1	-0.2	1.3	0.1	0.8	2.6	2.5	-1.4
STEP block	0	0	2	2	-2	6	0	0
CSN deneddyl inh	1	-1	-1	3	-1	4	-1	3
NadD inh	-3	-4	-3	-1	5	6	4	-1
SUMO1 PPI mod	-1	4	0	5	-1	4	-13	1
Rpn11 inh	i	i	i	i	i	i	i	i
DNMT1 block	-1	2	2	2	1	5	-1	-1
Scp-1 inhibitor	/	-1	3	1	-3	-7	-5	-12
TbMetRS inhib	-0.3	-0.6	-0.9	-0.6	-0.4	0.3	0.0	-1.4

25: CCOc1ccc(C(=O)CN2CCN(S(=O)(=O)c3ccc(Br)cc3)CC2)cc1
26: CCc1ccccc1-n1nnnc1-c1cnccc1C(F)(F)F
27: Cc1ccc(S(=O)(=O)N2C(c3ccc(Cl)c(Cl)c3)CC=C(C(=O)O)C2c2cccc(Cl)c2)cc1 (configuration not stated)
28: CC(C)(C)OC(=O)N1CCCC(C(=O)Nc2cccc(C(=O)NCCCCc3ccccc3)c2)C1 (configuration not stated)
29: C=C(C)CN(CC)C(=O)CCc1nnc(CCc2c[nH]c3ccccc23)o1
30: Clc1ccccc1/C=C/c1nc(-c2ccccn2)no1
31: N#Cc1ccc(C(C(=O)NC2CCCCC2)n2c(=O)c(-c3cc4ccccc4[nH]3)nc3ccccc32)cc1 (configuration not stated)
32: Cc1cc(=O)oc2c(C)c(OCC(=O)N3CCN(C(=O)C4COc5ccccc5O4)CC3)ccc12 (configuration not stated)

Screen / compound no.	25	26	27	28	29	30	31	32
LMPTP inh	-4.7	0.9	2.7	1.6	-0.3	3.1	0.1	0.8
MsrA inhibitor	-0.5	0.3	1.3	1.4	0.6	-0.5	1.6	-0.1
STEP block	-4	2	/	0	0	-2	/	0
CSN deneddyl inh	1	1	5	2	-4	-1	-2	-1
NadD inh	-5	-2	/	-5	2	8	/	1
SUMO1 PPI mod	-4	0	32	1	3	-30	-4	1
Rpn11 inh	i	i	/	i	i	i	/	i
DNMT1 block	-7	-1	/	-7	2	-1	/	1
Scp-1 inhibitor	-4	-6	/	-4	-6	2	/	-2
TbMetRS inhib	-0.3	-0.5	0.2	-0.3	0.3	-1.4	-1.1	-0.2

33: COc1cccc(NC(=O)CN(c2ccc3c(c2)OCO3)S(C)(=O)=O)c1
34: Cn1c(=O)oc2cc(S(=O)(=O)Nc3cccc([N+](=O)[O-])c3)ccc21
35: COc1ccc(CCNC(=O)COc2ccc(N(C)S(=O)(=O)c3ccc(Cl)cc3)cc2)cc1
36: COCCN(Cc1cccs1)S(=O)(=O)c1csc(C(N)=O)c1
37: O=C(Nc1c(-c2ccccc2)[nH][nH]c1=O)c1cnccn1
38: Cc1ccc(S(=O)(=O)N2CCN(C(=O)COC(=O)/C=C/c3ccccc3[N+](=O)[O-])CC2)c(C)c1
39: CCOC(=O)C1CCN(C(=O)C2CCN(c3nn4c(=O)cc(C)nc4s3)CC2)CC1
40: O=S(=O)(c1ccc(S(=O)(=O)N2CCCC2)cc1)N1CCCCCC1

Screen / compound no.	33	34	35	36	37	38	39	40
LMPTP inh	3.4	-2.1	5.0	-2.0	0.4	6.1	0.8	-2.8
MsrA inhibitor	0.3	2.4	-0.2	-0.2	0.4	0.5	0.0	0.2
STEP block	1	-2	1	0	/	0	0	-1
CSN deneddyl inh	-12	-3	11	-3	-8	-3	-1	3
NadD inh	-2	-4	-2	-3	/	-1	0	3
SUMO1 PPI mod	4	-25	-1	5	-1	-18	2	1
Rpn11 inh	i	i	i	i	/	i	i	i
DNMT1 block	0	-9	3	3	/	-2	0	0
Scp-1 inhibitor	-8	-3	1	-9	/	-7	-1	-2
TbMetRS inhib	-0.3	-1.0	-0.5	0.7	-0.4	-0.5	-0.3	-1.7

41: COc1cccc(/C=C2/SC(=S)N(CC(=O)NNC(=O)c3ccccc3OC)C2=O)c1
42: Cc1cc(C)n(-c2nc3ccccc3n3cnnc23)n1
43: Cc1nc(N/N=C/c2cccc(F)c2)cc(N2CCOCC2)n1
44: Cc1ccc(NC(=O)C2COc3ccccc3O2)c(C)c1 (configuration not stated)
45: OCCC1CN(CC2CCCCC2)CCN1CC1CCCCC1 (configuration not stated)
46: COc1ccc(-n2nc(C(=O)NCC(=O)N3CCOCC3)c3ccccc3c2=O)c(OC)c1

Screen / compound no.	41	42	43	44	45	46
LMPTP inh	1.0	-1.6	-0.4	0.4	-2.4	0.4
MsrA inhibitor	-1.3	2.9	4.1	-0.1	0.6	0.9
STEP block	0	-12	2	-2	2	-2
CSN deneddyl inh	1	-6	5	0	-3	2
NadD inh	39*	-2	2	-1	3	-2
SUMO1 PPI mod	-19	-6	-8	6	1	-1
Rpn11 inh	i	i	i	i	i	i
DNMT1 block	0	6	-2	0	-5	0
Scp-1 inhibitor	-8	-1	-2	-10	-5	-1
TbMetRS inhib	0.2	-1.1	-1.6	-0.8	-1.0	-0.3
